# High-throughput results: PubChem BioAssay, Johns Hopkins Ion Channel Center
# MrgX1 ag: human MrgX1 receptor agonism, primary screen; MrgX1-HEK293 cells, Fluo-4 calcium fluorescence, agonist mode; stronger effect = higher value; AID 588627; 310,000 tested, 0.44% active; B-score at 10 µM;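 active means calcium response B-score plate-corrected fluorescence ratio at least 3 library SD, with starting fluorescence B-score inside 5 SD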
#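 System – MrgX1-expressing HEK293 cells · Incubation – cells plated overnight, dye loaded 0.5 h 37 °C, 0.5 h room temperature · Technique – kinetic Fluo-4 NW fluorescence of intracellular calcium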
# KCNQ1 act: potentiates or activates the human KCNQ1 potassium channel | P51787 | CHO-K1 KCNQ1, thallium flux FluxOR fluorescence; stronger effect = higher value | B-score at 10 µM | 310,000 tested, 0.35% active;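 active means fluorescence ratio B-score, a plate-corrected score, at least three library SD, with initial intensity B-score within 5 SD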
#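 assay system = CHO-K1 cells stably expressing KCNQ1 | medium = assay buffer, equal DMSO in all wells | timing = 37 °C overnight plating, 90-min dark dye load, 20-min compound pretreatment | measured by = kinetic FluxOR thallium fluorescence, 10-s 1-Hz baseline, 110-s post-stimulus read | measure = fluorescence change relative to baseline, converted to B score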
# MrgX1 PAM: allosterically activates human MrgX1 receptor signaling; Q96LB2; MrgX1-HEK293, Fluo-4 calcium flux, FDSS; stronger effect = higher value; B-score at 10 µM; 310,000 tested, 0.63% active; AID 588675;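 active means plate-corrected calcium response at least 3 library SD above typical, normal starting fluorescence, not activating the receptor alone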;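 further: compound read alongside a low EC10 to EC30 dose of BAM8-22 agonist; peak minus trough fluorescence over baseline measured at the second addition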
# hERG protect: shields human hERG channel from block by proarrhythmic agents. CHO-hERG, FluxOR thallium flux, dofetilide IC70 present. activation (rescue from dofetilide block), less the hit threshold, % at 10 µM. 310,000 tested, 0.51% active. AID 1511;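 active means activation above the mean of controls blocked by dofetilide plus 5 SD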;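 further: thallium influx through hERG after potassium depolarization seen as dye fluorescence rise; in these data hits start at about 4.7%; inactives centre near -7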
# KCNK3 inh: human KCNK3 channel inhibition, primary screen | O14649 | CHO-KCNK3 thallium flux, FluxOR fluorescence; stronger effect = lower value | 340,000 tested, 0.84% active | B-score at 10 µM;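 active means B-score under library mean minus 4 SD, starting fluorescence ratio at most library mean plus 5 SD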;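 further: more negative B-score means stronger inhibition of thallium flux through KCNK3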
# RGS4 act: potentiators or activators of RGS4; HEK293 M3R/inducible RGS4, carbachol calcium flux Fluo4; stronger effect = lower value; B-score at 10 µM; 310,000 tested, 0.92% active;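 active means B-score of the integrated calcium signal more than 4 SD below the library mean, with starting fluorescence not abnormally high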;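 further: negative B-score means reduced calcium response which marks RGS4 activation or potentiation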
#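 System – HEK293 FlpIn-TREx cells, stable M3R, doxycycline-inducible RGS4 · Reagent – ECmax carbachol challenge · Times – compound preincubation 20 min at room temperature before agonist · Technique – Fluo4 fluorescence kinetic imaging of calcium · Measure – B score of integrated Fluo4 ratio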
# KCNK9 block: blocks the human KCNK9 two-pore domain potassium channel. HEK293 KCNK9, FluxOR thallium flux fluorescence; stronger effect = lower value. B-score at 10 µM. 310,000 tested, 1.2% active. Q9NPC2;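 active means ratio B-score over 3 SD below the library mean, with starting fluorescence within 5 SD of its mean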;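 further: negative B-score means less thallium flux so channel inhibition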
# KCNQ1 inh: blocks the human KCNQ1 potassium channel. CHO-K1 KCNQ1, FluxOR thallium flux fluorescence; stronger effect = higher value. B-score at 10 µM. 310,000 tested, 1.3% active. AID 2642;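 active means compounds whose thallium flux B-score, printed positive for inhibition, exceeds three library SD while starting fluorescence stays within three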;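 further: channel opened by potassium depolarization with thallium stimulus after 20 min compound exposure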
# ANO1 block: inhibitors of mouse TMEM16A calcium-activated chloride channel; Q8BHY3; HEK293 TMEM16A/YFP iodide influx fluorescence, ionomycin; normalized B-score (activity score, 25-100; higher = stronger inhibition) at 10 µM; 310,000 tested, 1.2% active; AID 588511;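 active means ratio plate-corrected score three or more library SD toward inhibition, starting fluorescence score within five deviations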;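 further: score derived from kinetic fluorescence span divided by baseline fluorescence per well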
# Target sequence (Q8BHY3 whole entry, looked up): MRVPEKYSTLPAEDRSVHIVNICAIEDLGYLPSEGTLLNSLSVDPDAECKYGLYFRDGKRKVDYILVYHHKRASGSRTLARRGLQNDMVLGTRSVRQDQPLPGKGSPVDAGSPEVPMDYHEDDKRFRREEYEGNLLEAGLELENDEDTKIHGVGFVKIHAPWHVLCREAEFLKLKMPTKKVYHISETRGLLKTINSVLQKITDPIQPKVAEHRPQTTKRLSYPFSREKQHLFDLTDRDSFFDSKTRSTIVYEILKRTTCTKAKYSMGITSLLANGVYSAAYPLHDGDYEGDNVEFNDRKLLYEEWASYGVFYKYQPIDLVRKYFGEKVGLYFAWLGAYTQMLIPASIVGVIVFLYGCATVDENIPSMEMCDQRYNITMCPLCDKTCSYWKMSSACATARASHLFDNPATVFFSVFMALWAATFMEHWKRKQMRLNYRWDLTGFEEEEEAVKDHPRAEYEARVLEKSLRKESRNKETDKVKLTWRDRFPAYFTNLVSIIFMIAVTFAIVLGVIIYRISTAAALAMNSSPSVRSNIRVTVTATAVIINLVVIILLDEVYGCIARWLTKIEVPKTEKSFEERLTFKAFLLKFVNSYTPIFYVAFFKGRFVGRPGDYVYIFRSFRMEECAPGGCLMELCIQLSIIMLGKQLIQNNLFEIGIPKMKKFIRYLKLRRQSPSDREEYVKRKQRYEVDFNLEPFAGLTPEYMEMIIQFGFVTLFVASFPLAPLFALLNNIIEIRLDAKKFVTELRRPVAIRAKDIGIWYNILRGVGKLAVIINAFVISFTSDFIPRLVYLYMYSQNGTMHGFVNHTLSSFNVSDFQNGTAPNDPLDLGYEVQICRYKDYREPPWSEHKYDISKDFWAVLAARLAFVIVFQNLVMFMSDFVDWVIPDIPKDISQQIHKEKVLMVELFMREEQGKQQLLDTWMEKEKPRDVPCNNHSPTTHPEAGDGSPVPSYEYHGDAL
# ANO1 activ: activators or potentiators of mouse TMEM16A chloride channel | Q8BHY3 | HEK293 TMEM16A/YFP-H148Q/I152L, iodide quench fluorescence; stronger effect = lower value | B-score at 10 µM | 340,000 tested, 0.3% active | AID 623877;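 active means fluorescence-ratio B-score plate-corrected deviation score at least 3 library SD below zero, with starting fluorescence score within 5 deviations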;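 further: channel opened by trigger with iodide after compound preincubation; score built on the fluorescence ratio of max minus min over baseline; more negative score means more quench and so TMEM16A activation or potentiation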
# RGS4 inh: inhibitors of human RGS4 | P49798 | AID 463165 | 310,000 tested, 0.45% active | HEK293 M3R/RGS4 inducible, Fluo-4 calcium flux; stronger effect = higher value; triggered by carbachol at its EC20 | B-score at 10 µM;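 active means B-score, a plate-corrected calcium signal, over three deviations above library mean, with baseline fluorescence within five deviations of library mean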;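 further: RGS4 expression induced by doxycycline in cells with stable M3 receptor; B-score is computed from the integrated fluorescence ratio over baseline after carbachol; higher B-score means a larger calcium signal and so more RGS4 inhibition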
# An asterisk follows results filed as active; i = inactive; . = not tested or not shown.
SMILES,MrgX1 ag,KCNQ1 act,MrgX1 PAM,hERG protect,KCNK3 inh,RGS4 act,KCNK9 block,KCNQ1 inh,ANO1 block,ANO1 activ,RGS4 inh
O=C(Nc1ccc(-c2cscn2)cc1)C1CCCN(Cc2ccccc2)C1 (centres undefined),i,i,i,-12,i,i,i,i,i,i,i
COc1ccccc1-n1c(CNC(=O)c2ccccc2)nnc1SCC(=O)Nc1nnc(C)s1,i,.,i,.,i,.,.,.,i,i,.
CC(C)N=c1scc(-c2ccco2)n1/N=C/c1ccc(O)c(O)c1,i,.,i,.,i,.,.,.,100*,i,.
O=C(O)c1ccc(N2C(=O)c3cccnc3C2=O)cc1,i,i,i,-6,i,i,i,i,i,i,i
c1ccc(CC2CNc3ccccc3CN2)cc1 (centres undefined),i,i,i,-3,i,i,i,i,i,i,i
CCC(C)NS(=O)(=O)c1cccs1 (centres undefined),i,i,i,-1,i,i,i,i,i,i,i
Cc1ccc(NC2CCCN(C(=O)CCC3(C)CC3)C2)cc1C (centres undefined),i,i,i,-14,i,i,i,i,i,i,i
CCOC(=O)NC(=S)c1ccc[nH]1,i,i,i,-7,i,i,i,i,i,i,i
CCOc1cc(CNS(=O)(=O)c2ccc3c(c2)CC(=O)N3C)cc(OCC)c1OCC,i,i,i,-7,i,i,i,i,i,-5.2*,i
Cc1cc(NC(=O)Nc2ccc(Cl)c(Cl)c2)n(-c2ccccc2)n1,i,i,i,-11,i,i,i,i,i,i,i
COc1ccc(CNCC(O)(c2ccccc2)c2ccccc2)cc1,i,i,i,-12,i,i,i,i,i,i,i
O=C(NC1CCC(NC(=O)C(F)(F)C(F)F)CC1)C(F)(F)C(F)F (centres undefined),i,i,i,-6,i,i,i,i,i,i,i
COc1ccc(C(=O)N2CCCCC2C(=O)Nc2ccc(-n3nc(C)cc3C)cc2)o1 (centres undefined),i,i,i,-6,i,i,i,i,i,i,i
COc1cc(NS(=O)(=O)c2ccc(NC(=O)CN3C(=O)c4ccccc4C3=O)cc2)ncn1,i,i,i,-3,i,i,i,i,i,i,i
O=C(C1CCN(S(=O)(=O)c2cccs2)CC1)N1CCCCCC1,i,i,i,-5,i,i,i,i,i,i,i
CN1C(=O)/C(=C/c2ccc(C(F)(F)F)cc2)Sc2ccc(C(=O)N3CCN(c4ccccn4)CC3)cc21,i,i,i,-9,i,i,i,i,i,i,i
Cc1cccc(C)c1NC(=O)CSCCO,i,i,i,-2,i,i,i,i,i,i,i
CCC(CC)NC(=O)COC(=O)c1cc(Br)ccc1Cl,i,i,i,-3,i,i,i,i,i,i,i
CC(=O)N(CCc1cccc(C)c1)Cc1cc2cc(C)ccc2[nH]c1=O,i,i,i,-5,i,i,i,i,i,i,i
CCCc1cc(=O)n2[nH]c(CCc3ccccc3)nc2n1,i,i,i,-4,i,i,i,i,i,i,i
O=C(Nc1ccc(Br)cn1)c1cccc2c1-c1ccccc1C2=O,i,i,i,-6,i,i,i,i,i,i,i
CN(C)CC(O)COC(c1ccc(Cl)cc1)c1ccc(Cl)cc1 (centres undefined),i,i,i,-10,i,i,i,i,i,i,i
COc1ccccc1/C=C/CN1CCN(c2ccccc2)CC1,i,i,i,-6,i,i,i,i,i,i,i
Cc1ccc(SCC(=O)Nc2cccc(NC(=O)c3ccco3)c2)cc1,i,i,i,-19,i,i,i,i,i,i,i
O=c1[nH]c(=O)n(CCO)c2nnn(Cc3ccccc3)c12,i,i,i,-11,i,i,i,i,i,.,i
Cc1ccc(S(=O)(=O)c2ccc([N+](=O)[O-])cn2)cc1,i,i,i,-22,i,i,i,i,i,i,i
Cc1ccc2[nH]c(=O)c3cc(C(=O)N(CCCOC(C)C)Cc4ccco4)sc3c2c1,i,i,i,-8,i,i,i,i,i,i,i
Brc1ccc(-c2csc(N/N=C/c3ccco3)n2)cc1,i,i,i,-16,i,i,i,i,i,i,i
CCOc1cc(/C=N/Nc2ncc(C)c(=O)[nH]2)ccc1O,i,i,i,-4,i,i,i,i,i,i,i
CCOC(=O)C1C(=O)C=C(c2cccs2)CC1c1ccccc1 (centres undefined),i,i,i,-9,i,i,i,i,i,i,i
CCN(CC)C(=O)C1CCN(Cc2ccc(Br)cc2)CC1,i,i,i,-6,i,i,i,i,i,i,i
COc1cc(OC)c(C2C(C(=O)Nc3ccccc3)=C(C)Nc3ncnn32)cc1OC (centres undefined),i,i,i,-15,i,i,i,i,i,i,i
CCOc1ccc2[nH]c(C)c(CN3CCCCC3)c(=O)c2c1,i,i,i,-3,i,i,i,i,i,i,i
O=C(COc1ccccc1)N=C1SC2CS(=O)(=O)CC2N1c1ccccc1 (centres undefined),i,i,i,-5,i,i,i,i,i,i,i
O=C(C1=C(O)C(=O)N(Cc2ccccc2)C1c1ccco1)c1ccco1 (centres undefined),i,i,i,-4,i,i,i,i,i,i,i
Nc1cc([N+](=O)[O-])ccc1Nc1ccccc1,i,i,i,-7,i,i,i,i,i,i,i
COc1ccc(N2CC(C(=O)N3CCN(Cc4ccc5c(c4)OCO5)CC3)CC2=O)cc1 (centres undefined),i,i,i,1,i,i,i,i,i,i,i
Cc1scc(C(=O)Nc2ccon2)c1-c1ccccc1,i,i,i,-5,i,i,i,i,i,i,i
COC(=O)c1ccc(Cl)c(S(=O)(=O)N2CCCC2)c1,i,i,i,-6,i,i,i,i,i,i,i
Cc1ccc(S(=O)(=O)Nc2ccccc2CNc2ccccn2)cc1,i,i,i,-17,i,i,i,i,i,i,i
CCCCN(CC)CCCNC(=O)c1cn(C)c(=O)c2c1c1ccccc1n2C,i,i,i,-12,i,i,i,i,i,i,i
COc1ccc(NC(=O)/C=C/c2ccc(OC)c(OC)c2)cn1,i,i,i,-5,i,i,i,i,i,i,i
Cc1ccc2c(NC(=O)C3CC3)cccc2n1,i,i,i,-5,i,i,i,i,i,i,i
CC1CCN(Cc2nc3c(c(=O)n(C)c(=O)n3C)n2CCc2ccccc2)CC1,i,i,i,-6,i,i,i,i,i,i,i
COC(=O)[C@H](C)NC(=O)Nc1cc(Cl)ccc1C,i,13*,i,1,i,i,i,i,i,i,i
O=c1c(Cc2ccc(F)cc2)c(O)ccn1Cc1ccc(Cl)cc1Cl,i,i,i,-4,i,i,i,i,i,i,i
CCOC(=O)C1=C(C)N=c2s/c(=C\c3cccc(OCC(=O)O)c3)c(=O)n2C1c1ccccc1 (centres undefined),i,i,i,-10,i,i,i,i,i,i,i
OCCC1CN(Cc2cccn2-c2nccs2)CCN1C1CCCCC1 (centres undefined),i,i,i,-10,i,i,i,i,i,i,i
COc1ccc(S(=O)(=O)N(C)C)cc1NC(=O)CN1C(=O)NC2(CCCC2)C1=O,i,i,i,-6,i,i,i,i,i,i,i
Cc1cc2cc(C#N)c(SCC(=O)Nc3nonc3C)nc2cc1C,i,i,i,-7,i,i,i,i,i,i,i
CCN(CC)C(=O)COC(=O)c1ccc(C)c(NC(=O)c2ccco2)c1,i,i,i,-12,i,i,i,i,i,i,i
Cc1ccc(NC(=O)CCN2C(=O)OC(C)(C)C2(C)O)cc1 (centres undefined),i,i,i,-17,i,i,i,i,i,i,i
O=C(/C=C/c1ccc(F)cc1)N1CCCN(C(=O)/C=C/c2ccc(F)cc2)CC1,i,i,i,-10,i,i,i,i,i,i,i
Cc1cccc(C(=O)NC2CC3CCCC(C2)N3C(=O)NC2CCCCC2)c1 (centres undefined),i,i,i,-12,i,i,i,i,i,i,i
C/C(CC(=O)Nc1ccc(OCc2ccccc2)cc1)=N\NC(=O)C(=O)Nc1cccc(C)c1,i,i,i,-2,i,i,i,i,i,i,i
CSc1n[nH]c(=O)n1-c1cccc(Cl)c1,i,i,i,-12,i,i,i,i,i,i,i
Cc1cccc(NC(=O)CCSc2nnc(Cc3ccccc3)o2)c1,i,i,i,-10,i,i,i,i,i,i,i
COc1ccc(C(=O)NCCCSc2ccccc2)cc1F,i,i,i,-6,i,i,i,i,i,i,i
O=Cc1cccn1-c1ccc(O)cc1,i,i,i,-2,i,i,i,i,i,i,i
CC(=O)Nc1cccc(-c2nc3ccccc3s2)c1,i,i,i,-11,i,i,i,i,i,i,i
# Further entries follow:
SMILES,MrgX1 ag,KCNQ1 act,MrgX1 PAM,hERG protect,KCNK3 inh,RGS4 act,KCNK9 block,KCNQ1 inh,ANO1 block,ANO1 activ,RGS4 inh
CCN(CC)CCOC(=O)/C=C/c1ccccc1,i,i,i,1,i,i,i,i,i,i,i
COc1ccc(/C=N/NC(=O)c2ccncc2)cc1[N+](=O)[O-],i,i,i,-11,i,i,i,i,i,i,i
COc1ccc(NC(=O)CSC2=NC(=O)CC(C)=N2)cc1,i,i,i,-3,i,i,i,i,i,i,i
Cc1ccc(CN(CC(=O)NCc2ccccn2)S(=O)(=O)c2ccccc2)cc1,i,i,i,-11,i,i,i,i,i,i,i
COc1ccc(OC)c(NC(=O)C(CC(C)C)NC(=O)C2CCCCC2)c1 (centres undefined),i,i,i,-15,i,i,i,i,i,i,i
COc1ccc2[nH]c(=O)c(CN(Cc3nnnn3Cc3ccco3)C3CCCCC3)cc2c1,i,i,9.3*,-31,i,i,i,i,i,i,i
COc1cc(O)oc1C=Nc1ccc(C(F)(F)F)cc1,i,i,i,-3,i,i,i,i,i,i,i
Cc1ccn2c(NC3CCCCC3)c(-c3cccc(-c4cccc(Cl)c4)c3)nc2c1,i,i,i,-6,i,i,i,i,i,i,i
CC(C)Oc1cccc(C(=O)C2CCCN(C(=O)c3ccnn3C)C2)c1 (centres undefined),i,i,i,-13,-10*,i,i,i,i,i,i
O=C(Nc1ccc(F)cc1)C1CC2CCC1C2 (centres undefined),i,i,i,-5,i,i,i,i,i,i,i
COCCNC(=O)C(c1ccc(O)cc1)N(C(=O)CCC(=O)Nc1nccs1)c1ccc(C)cc1 (centres undefined),i,i,i,-5,i,i,i,i,i,i,i
C=CCNC(=O)c1onc(CSc2ccccc2F)c1C(=O)O,i,i,i,-6,i,i,i,i,i,i,i
